Phagocytosis inh – macrophage phagocytosis inhibition | inhibition, % at 5 µM | 0.07% of 110,000 active | J774A.1 macrophage IgG-bead phagocytosis, imaging;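 active = inhibition above the mean of the plate negative controls plus 5 SD, cut at about 13% in these data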;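 also: phagocytic index as fraction of beads internalized from green versus red external bead signal; plate controls were DMSO negative control for no effect and cytochalasin-D positive control for full effect; some results beyond the cut were filed as inactive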
HCT116 bCat-KO – beta-catenin-lacking colon tumor cell growth suppression; HCT116 beta-catenin knockout viability, CellTiter-Glo, 60 h; stronger effect = lower value; viability, % at 10 µM; 1.5% of 140,000 active; AID 818;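 active = viability at or under a set limit, the compound median less 4 SD, cut at about 6% in these data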;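 also: 0% = Hyamine 1622 control at 20 µM and 100% = untreated cell control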
GALR2 antag – antagonists of human galanin receptor 2 (GALR2) | O43603 | GALR2-expressing cells, antagonist mode | inhibition, % at 4 µM | 0.39% of 140,000 active | AID 828; in the data active = inhibition above about 27%;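 also: cells stimulated with galanin 1-16 at roughly its EC80; 0% = agonist challenge control and 100% = basal control without agonist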
Target sequence (O43603 whole entry, looked up): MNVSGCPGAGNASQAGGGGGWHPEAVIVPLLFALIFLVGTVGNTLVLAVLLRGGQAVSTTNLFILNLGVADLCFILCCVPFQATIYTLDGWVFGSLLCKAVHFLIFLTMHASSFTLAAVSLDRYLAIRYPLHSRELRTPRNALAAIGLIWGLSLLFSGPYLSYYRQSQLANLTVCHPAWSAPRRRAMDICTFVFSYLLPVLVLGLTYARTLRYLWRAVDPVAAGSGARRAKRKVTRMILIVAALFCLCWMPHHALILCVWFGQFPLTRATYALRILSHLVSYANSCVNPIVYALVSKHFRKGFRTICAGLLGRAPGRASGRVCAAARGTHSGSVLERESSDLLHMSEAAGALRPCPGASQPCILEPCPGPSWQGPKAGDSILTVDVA
HCT116 PTEN-null – growth suppressors of cells with PTEN tumor suppressor deletion | HCT116 PTEN-null viability, CellTiter-Glo, 60 h; stronger effect = lower value | viability, % at 10 µM | 1.2% of 140,000 active | AID 827;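 active = viability at or below a set limit, 4 SD under the median of all tested compounds, cut at about 3.7% in these data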;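 also: PTEN knockout HCT116 line with beta catenin targeted HCT116 as companion control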
Measles CPE – protection of cells from measles virus | Measles virus-infected cells, CPE protection, absorbance | protection (pct of control), % at 4 µM | 1.5% of 140,000 active; in the data active = protection mostly above about 24%, no sharp cut-off; inactive = mostly below about 26%; also: some compounds called inactive have numbers as strong as hits
BB579 growth dn – chemicals that inhibit yeast BB579 growth in restrictive medium (lifespan-shortening candidates); S. cerevisiae BB579 growth, OD615, 48 h; inhibition, % at 10 µM; 0.51% of 140,000 active; AID 804;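 active = inhibition above a set limit, 3 SD over the mean compound inhibition, cut at about 44% in these data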; also: inactives centre near -24
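Test system: DeaD yeast strain BB579 / Buffer or medium: restrictive glucose-based CSMM-D medium / Doses: single 10 µM dose / Schedule: 4 h cell preincubation, 48 h compound exposure, 30 °C humidified / Technique: culture absorbance at 615 nm / Controls: amphotericin B positive control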
Yeast lifespan up – yeast lifespan extension | AID 775 | inhibition of the nicotinamide effect, % at 10 µM | S. cerevisiae growth with nicotinamide, OD615; deaD strain in restrictive glucose medium | 0.68% of 130,000 active;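 active = inhibition above a set limit, placed 3 SD over the median of all compounds, cut at about 26% in these data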;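 also: 0% = nicotinamide-treated wells and 100% = cells grown without nicotinamide; some compounds called inactive have numbers as strong as hits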
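Material: Modified budding yeast, DeaD strain | Medium: Restrictive glucose medium | Probe or stimulus: 1.5 mM nicotinamide | Dosing: Single dose 10 µM compound, 0.25% DMSO | Times: 48 h at 30 °C | Technique: OD615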
E-sel TNF inh – blocks E-selectin expression induced by TNF alpha; HUVEC TNFa-induced E-selectin immunofluorescence, high content; inhibition, % at 2 µM; 0.71% of 120,000 active;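 active = inhibition above the batch mean plus 3 SD, and confirmed as a hit on visual image review, cut at about 43% in these data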;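 also: 0% = TNF-stimulated DMSO wells and 100% = unstimulated control wells; not every result past the cut was called active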
MRP-1 activ – activates MRP-1. AID 799. viability increase, % at 10 µM. 0.61% of 140,000 active. H69AR cells + doxorubicin, viability rescue, CellTiter-Glo;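 active = viability gain under doxorubicin at or above a set limit, the compound median plus 3 SD, cut at about 4.7% in these data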;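 also: MRP-1 overexpressing cells given doxorubicin 25 µM after compound pretreatment; 18-22 h compound pretreatment then 72 h with doxorubicin before readout; 0% = doxorubicin-only wells and 100% = vehicle-treated cells without doxorubicin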
NPY-Y2 antag – blocks the human neuropeptide Y Y2 receptor. P49146. NPY-Y2 expressing cells, antagonist mode. inhibition, % at 2.7 µM. 0.99% of 140,000 active; in the data active = inhibition above about 17%;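 also: 0% = vehicle with agonist challenge and 100% = reference antagonist with challenge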
Target sequence (P49146 whole entry, looked up): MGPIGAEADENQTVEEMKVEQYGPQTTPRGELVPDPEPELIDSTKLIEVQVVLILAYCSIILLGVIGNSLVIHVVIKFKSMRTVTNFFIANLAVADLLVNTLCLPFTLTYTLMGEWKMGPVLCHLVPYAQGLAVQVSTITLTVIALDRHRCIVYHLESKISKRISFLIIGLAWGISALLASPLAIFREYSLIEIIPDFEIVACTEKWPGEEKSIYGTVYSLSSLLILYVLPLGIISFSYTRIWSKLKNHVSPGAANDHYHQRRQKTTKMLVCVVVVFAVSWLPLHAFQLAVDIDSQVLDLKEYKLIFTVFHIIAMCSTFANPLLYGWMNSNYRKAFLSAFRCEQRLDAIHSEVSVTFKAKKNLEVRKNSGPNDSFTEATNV
The depositor's hits bear a star; nt = no result given; & = joins results of further samples.

SMILES	Phagocytosis inh	HCT116 bCat-KO	GALR2 antag	HCT116 PTEN-null	Measles CPE	BB579 growth dn	Yeast lifespan up	E-sel TNF inh	MRP-1 activ	NPY-Y2 antag
CCCCNS(=O)(=O)c1ccc2nc(-c3cccnc3)cc(C(=O)NC3CC3)c2c1	nt	0.3*	-7	0.4*	4	-23	4	38	-2.3	0
Fc1ccc(-c2cc(C(F)(F)F)nc(N3CCCCC3)n2)cc1	nt	81	-10	92	4	-27	-26	nt	-2.3	8
Cc1cccc(N2C(=O)CSC2c2cccnc2)c1 (centres undefined)	-1	100	-10	95	3	-4	-7	nt	-0.1	3
CCOc1ccc(NC(=O)C(C)Oc2ccccc2C(=O)Nc2cccc(Cl)c2Cl)cc1 (centres undefined)	1	61	7	51	8	-3	-18	-3	-3.7	1
CCCn1c(SCC(=O)Nc2ccccc2-c2ccccc2)nnc1-c1ccoc1C	0	69	10	68	13	-21	-14	-15	-1.6	6
COC(=O)C1CCN(c2nc3ccccc3nc2C(C#N)C(=O)NCCc2ccccc2)CC1 (centres undefined)	nt	66	11	74	3	-8	-9	-43	-1.6	8
CC(=O)Nc1ccc(C(=O)OCC(=O)NC(=O)NC2CCCCC2)cc1	2	83	2	92	7	-53	-8	1	0.6	1
Cc1ccc(C(=O)Nc2ccc(C)c(S(=O)(=O)Nc3ccccc3Cl)c2)s1	-4	73	7	82	2	-24	-1	5	-2.6	2
CCC(C)(C(=O)NC1CCCCC1)N(C(=O)CNC(C)=O)c1c(C)n(C)n(-c2ccccc2)c1=O (centres undefined)	0	102	-10	107	12	-31	-7	nt	0.2	-3
CCOC(=O)c1cn2nc(-c3ccc(OC)cc3)cc2nc1C1CCN(C(=O)OC(C)(C)C)CC1	1	72	-2	77	5	-29	-3	11	-4.1	-1
CCOC(=O)CSc1nc(C)c(C(=O)OCC)s1	0	101	-1	106	10	-4	-17	-24	1.0	3
CCC1C(C#N)=C(N)OC2=C1C(=O)CC(C)(C)C2 (centres undefined)	nt	89	-3	92	0	-29	nt	-26	-4.2	1
Cc1ccc(-c2cc(C(=O)Nc3ccc4c(c3)OCCO4)c3ccccc3n2)cc1	-1	84	-2	90	15	-47	-17	-63	-0.6	27*
Cc1cccc(-c2nsc(SCC(=O)N3CCCC3)n2)c1	nt	88	2	78	12	-7	-15	56	1.1	4
Cc1sc(NC(=O)CSc2nnc(C(C)C)n2C)c(C#N)c1C	nt	97	1	112	17	-9	nt	-5	-1.4	2
Cc1ccc(C)c(Cn2c(=O)n(CCC(=O)NCc3ccco3)c(=O)c3sccc32)c1	0	93	-2	82	9	-53	-19	-31	-3.3	4
COc1ccc(Cn2c(=O)sc3ccccc32)cc1OC	-1	25	-1	42	17	-10	-26	-6	-2.6	5
O=C(NNC(=S)NCc1ccco1)c1cccs1	-6	98	-9	105	17	-23	4	54	0.0	3
CC1(C)Cc2ccccc2-c2nnc(C(F)(F)F)n21	-3	96	-4	93	41*	-4	-2	nt	-0.9	1
c1ccc(-n2nnnc2Sc2ncnc3sc4c(c23)CCCC4)cc1	0	4.5*	6	4	27	0	-1	0	-4.5	-1

Overlap with the part before: 2 entries; new compounds follow.
SMILES	Phagocytosis inh	HCT116 bCat-KO	GALR2 antag	HCT116 PTEN-null	Measles CPE	BB579 growth dn	Yeast lifespan up	E-sel TNF inh	MRP-1 activ	NPY-Y2 antag
CC1(C)Cc2ccccc2-c2nnc(C(F)(F)F)n21	-3	96	-4	93	41*	-4	-2	nt	-0.9	1
c1ccc(-n2nnnc2Sc2ncnc3sc4c(c23)CCCC4)cc1	0	4.5*	6	4	27	0	-1	0	-4.5	-1
C=CCc1ccccc1OCC(O)CN1CCN(c2ccccc2OC)CC1 (centres undefined)	0	54	-1	60	23	-32	-24	-30	-4.2	4
C=CCn1c(-c2cccn(Cc3ccccc3)c2=O)n[nH]c1=S	nt	92	1	90	17	-13	-3	28	-2.0	8
Cc1cc2ncn(-c3ncnc4scc(-c5ccccc5)c34)c2cc1C	nt	55	10	73	29	-44	-18	-49	-1.3	15
O=C(NCC1CCCO1)c1cc2n(n1)C(C(F)(F)F)CC(c1ccc(Br)cc1)N2 (centres undefined)	0	80	-24	87	31	-45	-4	6	-1.6	-1
O=C(CS(=O)CC(=O)N(c1ccccc1)C(C(=O)NC1CCCCC1)c1ccco1)Nc1ccc(F)cc1 (centres undefined)	-1	77	1	92	5	-36	3	nt	0.4	0
COc1ccc(C(=O)COC(=O)[C@H](C)Nc2ccc(C(F)(F)F)cc2[N+](=O)[O-])cc1	nt	93	-6	105	11	-31	4	21	-0.4	4
Cc1ccc(C)c(NC(=O)CSc2nnc(-c3ccccc3)n2N)c1	-1	106	-3	98	17	18	-11	nt	-0.6	3
COc1ccc(N2CCN(c3ncccn3)CC2)cc1	-4	102	22	99	28*	-30	-7	-6	0.3	-1
COc1cccc(Cn2c(-c3nonc3N)nc3ccccc32)c1	-2	27	0	28	13	-81	4	-19	-1.8	12
CCOC(=O)Nc1ccc2c(c1)N(C(=O)CCN1CCN3CCCC3C1)c1ccccc1CC2 (centres undefined)	0	98	21	93&93	20	-34	-6	-19	-0.8	3
CCS(=O)(=O)N1CCCC(C(=O)NC2CCC(C)CC2)C1 (centres undefined)	nt	96	-1	96	3	12	-5	nt	-0.4	3
CC12CC(c3ccccc3O1)N(C(=O)c1ccc(Br)o1)C(=O)N2c1ccccc1 (centres undefined)	nt	80	11	72	5	-25	-6	-1	-1.9	0
Cc1noc(C)c1C(=O)Nc1c(F)cc(F)cc1Br	-1	87	1	88	3	-9	-1	-46	-2.8	1
CC(=O)Nc1cc(C(N)=O)c(Cl)cc1Cl	0	93	-17	96	30	-38	-21	-22	-0.4	1
CC(=O)Nc1ccc(-c2ccccc2)s1	nt	100	3	102	0	13	-5	nt	-2.1	2
O=C1C2ON(c3ccccc3)C(c3ccncc3)C2C(=O)N1c1ccccc1 (centres undefined)	nt	96	-1	105	40	-13	-2	nt	1.9	0
CCc1nc2ccccc2c(C(=O)OCC(=O)NCc2ccco2)c1C	4	90	-11	85	11	-7	-14	-2	-2.0	1
CC1(C)CC(c2nc(-c3ccccc3)cs2)CCS1 (centres undefined)	-2	91	0	95	6	-5	-4	10	3.8	1
COc1ccc2c(c1)c1nc3ccccc3nc1n2CCn1c(=O)oc2ccccc21	0	83	-4	87	8	-49	-17	-80	-1.9	1
COc1cccc(-n2cc(C(=O)O)c3ccccc3c2=O)c1	1	101	-1	98	9	-18	-1	2	-0.1	0
Clc1ccc(/C=N/Nc2ncnc3ccccc23)cc1Cl	-1	14	13	8	4	-12	-29	4	-2.1	-1
COCCn1c(SCC(=O)c2ccc3c(c2)OCCO3)nnc1C(C)C	1	108	13	94	2	-24	-7	-11	-1.8	5
CCc1cccc(CC)c1NC(=O)COc1ccccc1C(=O)c1cc(C#N)c(=O)n(C2CCCCC2)c1	-11	73	-1	76	11	-16	4	nt	-4.7	6
Cn1c(N)c(C(=O)c2ccc(Cl)cc2)c(=O)n(C)c1=O	-15	93	6	99	21	-11	-4	-1	-0.4	-1
N#Cc1cnn(Cc2ccccc2)c1/N=C/N1CCOCC1	0	95	-13	96	4	11	-16	9	-3.4	4
COc1ccc(NC(=O)/C(Cl)=C(/Cl)S(=O)Cc2ccccc2)cn1 (centres undefined)	7	1.5*	105*	1.5*	0	-58	53*	nt	-3.3	3
COc1cccc(C(=O)c2cc3ccc(O)cc3oc2=O)c1	-3	74	-4	82	8	-11	-5	nt	-3.3	3

Of the compounds above, these have a thiophene ring, fused or not:
SMILES	Phagocytosis inh	HCT116 bCat-KO	GALR2 antag	HCT116 PTEN-null	Measles CPE	BB579 growth dn	Yeast lifespan up	E-sel TNF inh	MRP-1 activ	NPY-Y2 antag
Cc1ccc(C(=O)Nc2ccc(C)c(S(=O)(=O)Nc3ccccc3Cl)c2)s1	-4	73	7	82	2	-24	-1	5	-2.6	2
Cc1sc(NC(=O)CSc2nnc(C(C)C)n2C)c(C#N)c1C	nt	97	1	112	17	-9	nt	-5	-1.4	2
Cc1ccc(C)c(Cn2c(=O)n(CCC(=O)NCc3ccco3)c(=O)c3sccc32)c1	0	93	-2	82	9	-53	-19	-31	-3.3	4
O=C(NNC(=S)NCc1ccco1)c1cccs1	-6	98	-9	105	17	-23	4	54	0.0	3
c1ccc(-n2nnnc2Sc2ncnc3sc4c(c23)CCCC4)cc1	0	4.5*	6	4	27	0	-1	0	-4.5	-1
Cc1cc2ncn(-c3ncnc4scc(-c5ccccc5)c34)c2cc1C	nt	55	10	73	29	-44	-18	-49	-1.3	15
CC(=O)Nc1ccc(-c2ccccc2)s1	nt	100	3	102	0	13	-5	nt	-2.1	2

Screening data deposited in PubChem BioAssay by several laboratories.
